KCNK9 block: inhibitors of human KCNK9 two-pore domain potassium channel. hit rate 1.2% among 310,000. B-score at 10 µM. HEK293 KCNK9, FluxOR thallium flux fluorescence; hits give low values. Q9NPC2;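 active means ratio B-score over 3 SD below the library mean, with starting fluorescence within 5 SD of its mean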;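 further: negative B-score means less thallium flux so channel inhibition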
Dyrk1A ADPGlo: blocks rat Dyrk1A kinase activity. ADP-Glo luminescence, NFATc1 peptide. Q63470. hit rate 0.43% among 310,000. AID 504441. inhibition, % at 12.5 µM; in the data active means inhibition above about 50%;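 further: plate controls were vehicle with enzyme for no effect and no enzyme for full effect; many of its hits are not listed in these tables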
KCNK3 block: human KCNK3 channel inhibition, primary screen | CHO-KCNK3 thallium flux, FluxOR fluorescence; hits give low values | hit rate 0.84% among 340,000 | AID 602410 | B-score at 10 µM;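 active means B-score under library mean minus 4 SD, starting fluorescence ratio at most library mean plus 5 SD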;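 further: more negative B-score means stronger inhibition of thallium flux through KCNK3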
TMEM16A inh: inhibitors of mouse TMEM16A calcium-activated chloride channel; Q8BHY3; HEK293 TMEM16A/YFP iodide influx fluorescence, ionomycin; normalized B-score (activity score, 25-100; higher = stronger inhibition) at 10 µM; hit rate 1.2% among 310,000;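 active means ratio plate-corrected score three or more library SD toward inhibition, starting fluorescence score within five deviations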;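 further: score derived from kinetic fluorescence span divided by baseline fluorescence per well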
Target sequence (Q8BHY3 whole entry, looked up): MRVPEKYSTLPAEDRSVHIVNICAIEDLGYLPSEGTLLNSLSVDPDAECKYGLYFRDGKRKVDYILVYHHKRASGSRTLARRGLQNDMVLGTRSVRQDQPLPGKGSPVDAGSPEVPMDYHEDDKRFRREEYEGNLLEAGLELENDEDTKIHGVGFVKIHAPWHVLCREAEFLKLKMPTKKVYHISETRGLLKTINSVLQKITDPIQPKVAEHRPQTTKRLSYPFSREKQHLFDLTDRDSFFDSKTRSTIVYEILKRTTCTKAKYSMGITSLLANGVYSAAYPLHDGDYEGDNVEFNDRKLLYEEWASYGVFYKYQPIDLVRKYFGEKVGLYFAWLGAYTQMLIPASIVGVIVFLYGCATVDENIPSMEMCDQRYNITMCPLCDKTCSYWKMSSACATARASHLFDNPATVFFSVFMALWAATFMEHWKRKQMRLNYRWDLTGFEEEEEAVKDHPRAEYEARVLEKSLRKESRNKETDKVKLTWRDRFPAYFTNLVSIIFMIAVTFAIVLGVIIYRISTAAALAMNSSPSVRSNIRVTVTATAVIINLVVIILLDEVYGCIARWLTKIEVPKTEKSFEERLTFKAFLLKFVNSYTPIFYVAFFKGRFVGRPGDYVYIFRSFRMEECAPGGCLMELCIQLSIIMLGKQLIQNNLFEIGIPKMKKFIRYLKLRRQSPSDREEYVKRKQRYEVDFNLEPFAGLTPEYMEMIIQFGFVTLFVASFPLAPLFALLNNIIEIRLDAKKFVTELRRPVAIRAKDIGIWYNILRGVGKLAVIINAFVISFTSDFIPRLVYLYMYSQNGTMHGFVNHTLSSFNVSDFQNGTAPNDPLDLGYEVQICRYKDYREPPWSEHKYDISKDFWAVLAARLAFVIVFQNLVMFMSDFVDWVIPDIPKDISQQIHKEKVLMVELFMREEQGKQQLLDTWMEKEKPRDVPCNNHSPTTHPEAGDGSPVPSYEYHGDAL
KCNQ1 block: inhibitors of human KCNQ1 potassium channel; P51787; CHO-K1 KCNQ1, FluxOR thallium flux fluorescence; hits give high values; B-score at 10 µM; hit rate 1.3% among 310,000; AID 2642;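 active means compounds whose thallium flux B-score, printed positive for inhibition, exceeds three library SD while starting fluorescence stays within three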;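 further: channel opened by potassium depolarization with thallium stimulus after 20 min compound exposure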
hERG rescue: compounds protecting human hERG from proarrhythmic drug block; Q12809; CHO-hERG, FluxOR thallium flux, dofetilide IC70 present; hit rate 0.51% among 310,000; activation (rescue from dofetilide block), less the hit threshold, % at 10 µM; AID 1511;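 active means activation above the mean of controls blocked by dofetilide plus 5 SD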;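 further: thallium influx through hERG after potassium depolarization seen as dye fluorescence rise; in these data hits start at about 4.7%; inactives centre near -7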
HDAC3 inhib: inhibitors of human histone deacetylase 3. hit rate 0.15% among 320,000. recombinant HDAC3, fluorogenic peptide/trypsin coupled, fluorescence. inhibition, % at 8.3 µM. O15379; in the data active means inhibition above about 26%, passing the limit was not always enough; inconclusive means no clear call, values can overlap the other calls
TRPC4 PAM: TRPC4 (mouse) allosteric potentiation. B-score at 10 µM. HEK293 TRPC4beta/mu-opioid, DAMGO EC20, Fluo-4 Ca2+ flux; hits give high values. hit rate 0.42% among 310,000;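 active means B-score of calcium response area above 5 SD of library B-scores, with initial fluorescence ratio within 5 SD of library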;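 further: B-score of integrated fluorescence ratio over time as area under calcium response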
KCNQ1 act: potentiators or activators of human KCNQ1 potassium channel. P51787. CHO-K1 KCNQ1, thallium flux FluxOR fluorescence; hits give high values. B-score at 10 µM. hit rate 0.35% among 310,000. AID 2648;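 active means fluorescence ratio B-score, a plate-corrected score, at least three library SD, with initial intensity B-score within 5 SD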
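Assay system: CHO-K1 cells stably expressing KCNQ1; Medium: assay buffer with matched DMSO; Also added: K+/Tl+ depolarizing stimulus; Dosing: single dose; Timing: dye 90 min, compound 20 min, room temperature; Measured by: kinetic FluxOR thallium fluorescence, 10-s 1-Hz baseline, 110-s post-stimulus read; Read-out: peak-minus-minimum fluorescence over initial fluorescence, negative-control normalized, B-scored.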
TRPC4 act: activators of mouse TRPC4 channel. AID 2237. B-score at 10 µM. hit rate 0.49% among 310,000. HEK293 TRPC4beta/mu-opioid, Fluo4 calcium fluorescence; hits give high values. Q9QUQ5;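 active means B-score above 5 SD of library B-scores, and initial fluorescence ratio not above library mean plus 5 SD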;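 further: positive B-score marks a calcium rise read as TRPC4 activation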
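Assay system – TRPC4beta and mu-opioid receptor HEK293 stable cells · Measured by – Fluo4 fluorescence, kinetic · Schedule – dye loading 45 min room temperature, 110 s kinetic read · Read-out – B-scored integrated calcium fluorescence ratio · Controls – buffer and maximal DAMGO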
TMEM16A act: activates or potentiates the mouse TMEM16A chloride channel; Q8BHY3; HEK293 TMEM16A/YFP-H148Q/I152L, iodide quench fluorescence; hits give low values; B-score at 10 µM; hit rate 0.3% among 340,000;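 active means fluorescence-ratio B-score plate-corrected deviation score at least 3 library SD below zero, with starting fluorescence score within 5 deviations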;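 further: channel opened by trigger with iodide after compound preincubation; score built on the fluorescence ratio of max minus min over baseline; more negative score means more quench and so TMEM16A activation or potentiation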
* = called active by the depositor; i = inactive; u = inconclusive; x = no result given. The list is partial (hit frequency here may not be typical).

no.	structure	KCNK9 block	Dyrk1A ADPGlo	KCNK3 block	TMEM16A inh	KCNQ1 block	hERG rescue	HDAC3 inhib	TRPC4 PAM	KCNQ1 act	TRPC4 act	TMEM16A act
1	CNC(=S)NNC(=O)CCn1nc(C)c(Br)c1C	i	-2	i	i	i	-10	-2	i	i	i	i
2	Cc1cc(C)cc(NC(=O)CN2CCC(C(=O)c3ccccc3)CC2)c1	i	1	i	i	i	-9	3	i	i	i	i
3	Cc1ccsc1/C=N/NC(=O)c1nnn(-c2nonc2N)c1CN(C)c1ccccc1	i	-3	i	i	i	-11	0	i	i	i	i
4	CNC(=O)c1c(NC(=O)CCS(=O)(=O)c2ccccc2)sc(C)c1C	i	2	i	i	i	-5	-4	i	i	i	i
5	O=C(NCc1ccco1)c1ccc2c(c1)N(Cc1ccc(Cl)cc1)CCS2	-6.8*	3	i	i	i	-17	2	i	i	i	i
6	CCNc1nc(NCC)n2c(SCC(=O)Nc3cc(OC)ccc3OC)nnc2n1	i	-4	i	i	i	-4	x	i	i	i	i
7	COc1ccc(CCN2C(=O)C(Oc3ccccc3)C2c2ccc3c(c2)OCO3)cc1 (centres undefined)	i	-5	i	i	i	-3	-11	i	i	i	i
8	Cc1cc(F)ccc1NS(=O)(=O)c1c(C(=O)N2CCOCC2)c(C)n(C)c1C	i	-3	i	i	i	-8	-4	i	i	i	i
9	COc1ccccc1N(C)S(=O)(=O)c1ccc(C(=O)Nc2ccncc2)cc1	i	-5	i	i	i	-9	6	i	i	i	i
10	CC1(C)Cc2c(c(-c3ccccc3Cl)[nH]c(=O)c2C#N)CO1	i	1	i	i	i	0	-3	i	i	i	i
11	N=c1oc2c3c4c(cc2cc1C(=O)Nc1ccccc1)CCCN4CCC3	i	8	i	i	i	-59	2	i	i	i	i
12	COc1ccc2oc(-c3ccccc3)c(C(N)=O)c2c1	i	-3	i	i	i	-11	-45	i	i	i	i
13	CCN1C(=O)/C(=C/C=C2/CCCN2C)OC1=S	i	-2	i	i	i	-20	u	i	i	i	i
14	CC(C)N(C(=O)Cn1cc(S(=O)(=O)CC(=O)NCc2ccccc2)c2ccccc21)C(C)C	i	x	i	i	i	-5	-6	i	i	i	i
15	O=C(NCCCN1CCOCC1)C(=O)N/N=C/c1ccc(F)cc1	i	20	i	i	i	-2	u	i	i	i	i
16	COc1ccc(N2CCN(C(=O)COC(=O)COc3cc(C)cc(C)c3)CC2)cc1	i	8	i	i	i	-6	3	i	i	i	i
17	C=CCc1cccc(/C=N/NC(=O)C(C)Nc2ccc(C)cc2)c1O (centres undefined)	i	0	i	i	i	-7	10	i	i	i	i
18	CCOc1cc(C)cc2oc(=O)cc(-c3ccccc3)c12	-7*	13	i	25*	i	-12	2	i	i	i	i
19	Cc1ccc(S(=O)(=O)N(CC(=O)N2CCOCC2)c2ccccc2F)cc1	i	1	i	i	i	-8	3	i	i	i	i
20	CCCOC(=O)c1ccc(NC(=O)c2ccoc2C)cc1	i	-7	i	i	i	-13	-7	i	i	i	i
21	Cc1cccc(NS(=O)(=O)c2ccc(C)c(C(=O)NCc3ccncc3)c2)c1	i	-1	i	i	i	-3	x	i	i	i	i
22	CC1(C)N=C(c2cccs2)C(C)(C)N1O	i	0	i	i	i	-6	0	i	i	i	i
23	O=C(CCC1CCCN(C(=O)c2ccoc2)C1)NCc1ccc(F)c(F)c1 (centres undefined)	i	0	i	i	i	-1	6	i	i	i	i
24	O=C(c1ccco1)N1CCN(C/C=C/c2ccccc2)CC1	i	5	i	i	i	-7	2	i	i	i	i
25	COc1cccc(-n2nnc3c(=O)n(Cc4cccc(C)c4)cnc32)c1	i	-2	i	i	i	-9	-4	i	i	i	i
26	CCNc1nc(N)nc(-c2cc(Cl)ccc2OC)n1	i	3	i	i	i	-2	-3	i	i	i	i
27	COc1ccc(NC(=O)CSc2ccccc2)cc1S(=O)(=O)N1CCCCC1	i	-4	i	i	i	-8	-1	i	i	i	i
28	O=C(CSc1n[nH]c(-c2cccs2)n1)NCc1cccs1	i	12	i	i	i	-7	7	i	i	i	i
29	c1ccc(C2NCCc3ccccc32)cc1 (centres undefined)	i	-1	i	i	i	1	-2	i	i	i	i
30	Cn1nnnc1SCCNCc1cccnc1	i	6	i	i	i	-8	2	i	i	i	i
31	COc1ccc(N2CC(C(=O)OCC(=O)NCc3ccccc3)CC2=O)cc1 (centres undefined)	i	3	i	i	i	-7	-1	i	i	i	i
32	O=C1Nc2cc(Cl)ccc2C1(N1CCNCC1)C(F)(F)F (centres undefined)	i	-2	i	i	i	-10	5	i	i	i	i
33	O=C(c1ccc(-n2c(SCc3cccc(F)c3)nc3ccccc3c2=O)cc1)N1CCOCC1	i	7	i	i	i	-1	3	i	i	i	i
34	COc1ccc(CC(=O)NNC(=O)c2ccc(NC(C)=O)cc2)cc1	i	0	i	i	i	-9	3	i	i	i	i
35	O=C1CCC(C(=O)OCC(=O)N2N=C3/C(=C/c4ccccc4)CCCC3C2c2ccccc2)N1 (centres undefined)	i	-1	i	i	i	-21	7	i	i	i	i
36	Cc1cc(C)n2nc(SCc3cccc(S(=O)(=O)N(C)C)c3)nc2n1	i	-2	i	i	i	-6	0	i	i	i	i
37	Cc1ccc(S(=O)(=O)N2CCCOC2CNC(=O)C(=O)NCCC2=CCCCC2)cc1 (centres undefined)	i	-2	i	i	i	-3	10	i	i	i	i
38	CC(C)c1cc(C(F)(F)F)n2nc(C(=O)Nc3ccc4c(c3)OCO4)cc2n1	i	-3	i	i	i	-8	1	i	i	i	i
39	COc1ccccc1CCN=C(N)NS(=O)(=O)c1ccccc1	i	6	i	i	i	-5	5	i	i	i	i
40	O=C(c1ccc2c(Cl)c3c(nc2c1)CCCC3)N1CCN(c2ccc(F)cc2)CC1	i	7	i	i	i	-8	-9	i	i	i	i
41	CN(C)c1cccc2c1C(=O)c1ccccc1C2=O	i	22	i	i	i	-15	4	i	i	i	i
42	COc1ccc(CCNc2cc(=O)[nH]c(N)n2)cc1	i	-3	i	i	i	-7	1	i	i	i	i
43	COc1ccc(Br)cc1-c1noc(-c2ccccc2)n1	i	0	i	i	i	-2	7	i	i	i	i
44	CCOC(=O)c1ccc2c(c1)[n+](CC)c(C)n2-c1ccccc1	i	-6	i	i	i	-4	1	i	i	i	i
45	C=CCNC(=O)c1ccccc1NC(=O)Nc1ccccc1	i	8	i	i	i	-5	9	i	i	i	i
46	CSc1ccc(CN(C)CCc2ccccn2)cc1	i	-2	i	i	i	1	-6	i	i	i	i
47	Cc1nc(Cl)sc1C(=O)NC(C)c1ccc(Cl)cc1 (centres undefined)	i	2	i	i	i	-4	1	i	i	i	i
48	CCC(C)(C)n1nnnc1C(c1cccnc1)N1CCC(Cc2ccccc2)CC1 (centres undefined)	-7.6*	3	i	i	i	-13	1	i	i	i	i
49	CN1CCN(c2ccc([N+](=O)[O-])cc2C(=O)N2CCCCC2)CC1	i	-8	i	i	i	-5	5	i	i	i	i
50	O=C(Nc1ccc2oc(=O)ccc2c1)c1ccc(-c2ccccc2[N+](=O)[O-])o1	i	-1	i	i	i	-4	9	i	i	i	i
51	CCN(CC)C(=O)c1ccc(C)c(Br)c1	i	2	i	i	i	-2	1	i	i	i	i
52	CC(CN1CCC(n2nccc2NC(=O)CCCc2ccccc2)CC1)c1ccccc1 (centres undefined)	i	6	i	i	i	-4	-4	i	i	i	i
53	CC1CN(S(=O)(=O)c2cccc(C(=O)OC(C)C(=O)NC3CCCCC3C)c2)CC(C)O1 (centres undefined)	i	-3	i	i	i	-3	-2	i	i	i	i
54	O=C(NCc1ccc2c(c1)OCO2)C1CCN(S(=O)(=O)N2CCCCC2)CC1	i	-4	i	i	i	-6	2	i	i	i	i
55	Cc1ccc(-n2nc(C(=O)O)cc2-c2ccccc2Cl)cc1	i	-5	i	i	i	0	-4	i	i	i	i
56	Nn1c(SCc2nc3ccccc3[nH]2)nnc1-c1ccccc1	i	-5	i	i	i	-12	-2	i	i	i	i
57	Cc1ccc(CNC(=O)/C=C/c2cccs2)cc1	i	3	i	i	i	4	2	i	i	i	i
58	COC(=O)C(NC(=O)CSc1nc(N)cc(=O)[nH]1)c1ccccc1 (centres undefined)	i	-4	i	i	i	-6	9	i	i	i	i
59	O=C(COC(=O)CCC(=O)c1cccs1)Nc1ccc(S(=O)(=O)N2CCOCC2)cc1	i	8	i	i	i	-3	3	i	i	i	i
60	Cc1cccc(N2C(=O)c3ccc(Br)cc3C2=O)n1	i	9	i	i	i	-6	-4	i	i	i	i

Additional compounds follow:
no.	structure	KCNK9 block	Dyrk1A ADPGlo	KCNK3 block	TMEM16A inh	KCNQ1 block	hERG rescue	HDAC3 inhib	TRPC4 PAM	KCNQ1 act	TRPC4 act	TMEM16A act
61	CCCCOC(=O)Nc1cc(Cl)ccc1C	-13*	5	i	i	i	-9	1	i	i	i	i
62	Cc1ccc(O)c(N=Cc2cc(Cc3ccccc3)cc([N+](=O)[O-])c2O)c1	i	-2	i	x	i	-16	x	i	i	i	i
63	Cc1cc(=O)oc2cc(OCC(=O)NC3CC(C)(C)NC(C)(C)C3)ccc12	i	2	i	i	i	-8	3	i	i	i	i
64	COc1cccc2c(=O)c3c([nH]c12)OC(C)(C)C3	i	18	i	i	i	-5	-5	i	i	i	i
65	Cc1ccc(NS(=O)(=O)c2c(C)noc2C)cc1	i	2	i	i	i	-3	1	i	i	i	i
66	CCCSC1=C(C#N)C(c2cccs2)CC(=O)N1 (centres undefined)	i	4	i	i	i	-5	1	i	i	i	i
67	Cc1ccc(SC(C)C(=O)NC2CC2)cc1 (centres undefined)	i	x	i	i	i	-4	-2	i	i	i	i
68	CCCOc1ccc(C(NC(=O)CC(C)C)NC(=O)CC(C)C)cc1OC	i	-1	i	i	i	-5	-5	i	i	i	i
69	CC(C)C(c1nnnn1CCc1ccccc1)N1CCN(C(=O)c2ccco2)CC1 (centres undefined)	i	-4	i	x	i	-9	x	i	i	i	i
70	CN(Cc1ccccc1)C(=O)c1[nH]cnc1C(=O)N[C@@H](Cc1ccccc1)C(=O)OC(C)(C)C	i	8	i	i	i	-10	17	i	i	i	i
